# Assay outcomes deposited in PubChem BioAssay by Sanford-Burnham Center for Chemical Genomics.
# SENP6 inh = SENP6 protease inhibitors, primary screen, biochemical, luminescence, uHTS | Sentrin-specific protease 6 (Homo sapiens), Q9GZR1 | Recombinant SENP6 catalytic domain, aminoluciferin luminescence | inhibition, % at 10 µM | 1.8% of 330,000 active;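 active = inhibition above about 50% at the single tested dose, limit read from the data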;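 also: plate controls were DMSO wells with enzyme for no effect and DMSO wells lacking enzyme for full effect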
# HKDC1 inhibitor = HKDC1 hexokinase inhibitors, primary screen, biochemical, fluorescence, uHTS | 0.16% of 340,000 active | recombinant HKDC1, G6PDH/diaphorase resazurin coupled fluorescence | inhibition, % at 20 µM;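 active = inhibition above about 35% when tested at 20 µM, limit read from the data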;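 also: plate controls were DMSO wells with enzyme for no effect and DMSO wells lacking enzyme for full effect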
#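 Assay system: recombinant HKDC1 hexokinase; detection: coupled resazurin fluorescence, excitation 525 nm, emission 613 nm; benchmarks: DMSO-plus-enzyme-mix negative control, buffer-substituted positive control; compound dosing: single 20 µM dose; schedule: 90 min at room temperature in dark; also added: glucose plus 1 mM ATP as hexokinase substrates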
# PfGluPho inh = PfG6PD enzyme inhibitors, primary screen, biochemical, fluorescence intensity, uHTS; inhibition, % at 20 µM; AID 504690, 2011; glucose-6-phosphate dehydrogenase-6-phosphogluconolactonase (Plasmodium falciparum 3D7); 0.78% of 350,000 active; PfGluPho enzyme, NADPH resazurin-diaphorase fluorescence;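 active = inhibition reaching at least a set limit at 20 µM in the primary screen, cut at about 59% in these data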;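 also: 0% = DMSO wells with substrate and 100% = DMSO wells lacking glucose-6-phosphate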
# SENP7 inh = SENP7 protease inhibitors, primary screen, biochemical, luminescence, uHTS; recombinant SENP7, Z-RLRGG-aminoluciferin luminescence, 40 min; inhibition, % at 5 µM; 1.5% of 330,000 active;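 active = inhibition above about 50% at the single test dose, limit read from the data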;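 also: plate controls were DMSO with enzyme for no effect and no enzyme buffer wells for full effect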
# Target sequence (Q9BQF6 706-1050 limits assumed): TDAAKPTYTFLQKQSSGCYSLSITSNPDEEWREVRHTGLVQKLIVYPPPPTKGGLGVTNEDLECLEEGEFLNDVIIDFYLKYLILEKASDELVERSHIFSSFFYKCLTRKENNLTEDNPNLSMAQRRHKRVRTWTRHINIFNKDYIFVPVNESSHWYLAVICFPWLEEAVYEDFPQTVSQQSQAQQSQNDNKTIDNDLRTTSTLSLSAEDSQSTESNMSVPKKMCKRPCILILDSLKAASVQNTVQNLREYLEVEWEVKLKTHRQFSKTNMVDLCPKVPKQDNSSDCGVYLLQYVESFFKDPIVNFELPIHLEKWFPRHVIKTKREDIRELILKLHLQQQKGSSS
# MPTP inh = mitochondrial permeability transition pore inhibitors, primary screen, biochemical, isolated mouse mitochondria, absorbance | Ca2+ swelling absorbance, 30 min | inhibition, % at 10 µM | 1.4% of 360,000 active | AID 602449, 2012;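 active = inhibition of 50% or more, scaled per plate between neutral and stimulator controls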;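 also: 0% = DMSO wells given calcium and 100% = 1 mM EGTA wells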
# ATG4B inhibitor = ATG4B protease inhibitors, primary screen, biochemical, fluorescence, uHTS | AID 504462, 2011 | inhibition, % at 8.33 µM | 0.51% of 340,000 active | ATG4B cleavage of LC3-PLA2, NBD-HPC fluorescence, 1 h; in the data active = inhibition above about 40%
# Target sequence (Q9Y4P1 whole entry, looked up): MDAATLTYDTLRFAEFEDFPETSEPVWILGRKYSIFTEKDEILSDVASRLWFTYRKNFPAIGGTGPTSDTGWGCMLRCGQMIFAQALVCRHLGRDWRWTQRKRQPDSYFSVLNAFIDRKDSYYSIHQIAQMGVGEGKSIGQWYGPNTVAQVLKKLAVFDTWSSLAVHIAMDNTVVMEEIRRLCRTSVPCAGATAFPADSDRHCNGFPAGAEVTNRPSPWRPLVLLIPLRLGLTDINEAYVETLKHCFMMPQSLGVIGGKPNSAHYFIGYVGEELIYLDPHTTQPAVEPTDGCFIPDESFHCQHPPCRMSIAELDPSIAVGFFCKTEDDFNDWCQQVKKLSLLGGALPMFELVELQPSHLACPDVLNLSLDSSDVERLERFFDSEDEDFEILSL
# SENP8 block = human SENP8 protease inhibitors, primary screen, biochemical, fluorescence, Nedd8 protein substrate, uHTS; Sentrin-specific protease 8 (Homo sapiens), Q96LD8; recombinant SENP8; AID 602440, 2012; 0.64% of 360,000 active; inhibition, % at 20 µM; in the data active = inhibition mostly above about 40%, no sharp cut-off; inactive = mostly below about 27%
# Target sequence (Q96LD8 whole entry, looked up): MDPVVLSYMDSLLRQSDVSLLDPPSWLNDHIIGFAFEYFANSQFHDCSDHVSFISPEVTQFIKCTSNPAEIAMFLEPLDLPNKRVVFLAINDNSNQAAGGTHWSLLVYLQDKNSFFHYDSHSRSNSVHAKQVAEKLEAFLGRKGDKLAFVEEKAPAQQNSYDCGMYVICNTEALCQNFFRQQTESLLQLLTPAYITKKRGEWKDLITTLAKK
# GRIN3A LBD mod = binders of NR3A ligand-binding domain, primary screen, biophysical, differential scanning fluorimetry, uHTS; 2.5% of 340,000 active; Tm shift relative to glycine control, % at 25 µM; NR3A LBD differential scanning fluorimetry, Tm shift; 0% = protein alone, 100% = glycine-bound protein;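 active = melting temperature shift of at least 10% of the positive control shift, at one fixed dose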
# * marks the source's active call; other numbers are inactive results; · = not tested or not shown.
# Fields – SENP6 inh	HKDC1 inhibitor	PfGluPho inh	SENP7 inh	MPTP inh	ATG4B inhibitor	SENP8 block	GRIN3A LBD mod
- O=C(Oc1ccc2c(c1)C(=O)c1ccccc1CO2)c1ccccc1
→ -2	-3	23	5	-2.1	2	1	3
- Cc1cc(NC(=O)c2ccco2)ccc1NC(=O)c1ccco1
→ 26	1	9	23	0.7	-5	0	-1
- COc1cc(NC(=S)N2CCOCC2)c(OC)cc1Cl
→ -13	-5	5	-7	1.0	-14	-6	1
- O=C(CCl)NCCN1C(=O)S/C(=C\c2cccnc2)C1=O
→ -8	1	72*	-8	-0.2	9	6	0
- CCCC(=O)Nc1ccc(N2CCN(C(=O)CCC)CC2)cc1
→ 2	4	12	-10	-0.5	-22	18	1
- Cc1ccc(NC(=O)Cn2cc(C(=O)C3CC3)c3ccccc32)cc1
→ 3	-2	-3	1	-0.3	-1	12	0
- CCOC(=O)[C@H]1[C@H]2COc3ccccc3[C@@H]2N2C(=O)[C@@H](C)NC(=O)[C@@]12C
→ 11	-2	7	2	0.0	-7	-118	0
- Cc1ccc(NCc2nnc(SCC#N)o2)c(C)c1
→ -3	-6	-17	-2	-0.2	2	6	0
- COC(=O)C(C)NC(=O)COc1ccc2ccccc2c1 (stereo not drawn)
→ -6	-4	7	-7	0.4	-6	22	-2
- COc1ccc(C2=NS(=O)(=O)N(C)C(C(=O)N3C(C)CCCC3C)=C2)cc1 (stereo not drawn)
→ -14	-3	3	-7	-0.4	-22	-398	0
- Cc1ccc(C(=O)NC(=S)NNC(=O)CCN2CCOCC2)cc1
→ -5	-5	-21	-4	-1.1	-2	15	-1
- CCOc1cc(C2C3=C(CCCC3=O)OC3=C2C(=O)CCC3)cc([N+](=O)[O-])c1O
→ -7	-11	-9	1	1.5	-1	23	8
- CCc1noc(C)c1C(=O)N(CCCOC)c1c(N)n(Cc2ccccc2)c(=O)[nH]c1=O
→ -21	-3	-14	3	2.2	0	-36	2
- CCCCS(=O)c1snnc1C (stereo not drawn)
→ 14	-1	-6	-6	-1.5	-4	7	0
- N[C@@H](CO)c1nnc([C@H](CC(=O)O)NC(=O)C2CCNCC2)o1
→ 0	-11	-5	3	-0.4	3	4	-1
- Cc1cc(C)cc(-n2ncc3c2CCCC3NC(=O)c2csnn2)c1 (stereo not drawn)
→ 12	-1	0	1	0.4	-7	2	0
- CCN(CC(=O)Nc1ccc(NC(C)=O)cc1)C(=O)c1ccc(N(C)S(=O)(=O)c2ccc(C)cc2)cc1
→ ·	-2	13	·	-0.3	-43	5	2
- O/N=C/C1=C(Cl)c2ccccc2CC1
→ -5	-4	-1	-5	2.4	-10	8	-1
- CCn1cc(SCC(=O)NCC2CCCO2)c2ccccc21 (stereo not drawn)
→ -22	-1	-13	4	1.5	9	7	-3
- O=C(CN(Cc1ccc2c(c1)OCO2)C(=O)c1cnsn1)NC1CCCC1
→ 1	6	-7	-1	-1.8	0	13	-14
- CCn1c(CSc2nc3ccccc3s2)nnc1SCC(=O)c1ccc(O)cc1O
→ -25	-12	2	-9	1.7	0	7	-4
- Clc1ccc(Cn2c(-c3cccnc3Cl)nc3ccccc32)c(Cl)c1
→ -6	-5	42	0	-1.4	10	-4	-3
- Cc1cc(C)c(C)c(S(=O)(=O)N2CCN(C(=O)C3CSC4(C)CCC(=O)N34)CC2)c1C (stereo not drawn)
→ 9	-1	-4	-6	0.8	-7	11	-2
- CCOC(=O)C1=C(COC(=O)/C=C/c2ccc(O)c(OC)c2)NC(=O)NC1C (stereo not drawn)
→ -5	-3	1	1	-0.8	-26	-256	-1
- O=C(/C=C/c1ccccc1)N1CCN(S(=O)(=O)c2ccc(F)cc2)CC1
→ -6	0	15	2	-0.3	-11	12	2
- CNC(=O)c1ccsc1NC(=O)c1ccc(S(=O)(=O)N2CCCc3ccccc32)cc1
→ -4	-2	21	-5	1.6	-10	-26	7
- CN(C(=O)CSc1nnc(CNC(=O)c2ccccc2)o1)c1ccccc1
→ -4	-6	0	0	0.5	-3	5	-3
- Nc1ccc(-n2ccnc2)cc1
→ -1	-4	0	1	-4.6	-4	18	-3
- Cc1n[nH]c(C)c1S(=O)(=O)NCCc1ccc(Cl)cc1
→ -3	-4	-15	-8	-4.0	-1	16	-4
- Cn1c(/C=N/n2cnnc2)nc2ccccc21
→ -11	-5	-7	-5	-0.2	4	-342	1
- Cc1csc(N)n1
→ -2	-1	8	-12	-1.1	-1	7	1
- COc1ccc(-c2csc3ncnc(N4CCN(c5ccccc5O)CC4)c23)cc1
→ 6	17	15	14	1.1	-6	8	-5
- O=C(Nc1nc2c(s1)CCCC2)c1nn(Cc2ccccc2)c(=O)c2ccccc12
→ -23	1	2	3	59*	2	12	2
- Cc1csc(CNc2ncnc3ccc(-c4cccc(Cl)c4)cc23)c1
→ 6	-3	-2	2	34	17	-253	-3
- O=C(Nc1ccccc1Br)C1CCN(S(=O)(=O)c2cccs2)CC1
→ -7	-3	23	-2	-0.7	0	11	2
- COc1ccccc1NC(=O)CSc1nnc(-c2ccccn2)n1Cc1ccco1
→ -8	4	4	0	0.2	-7	8	-5
- COc1ccc(NC(=S)N2CCN(C/C=C/c3ccccc3)CC2)cc1
→ 23	-2	-6	3	1.0	-11	9	3
- COc1ccc(-c2[nH]n(-c3ccc([N+](=O)[O-])cc3)c(=O)c2C=NCc2ccc(F)cc2)cc1
→ -1	-5	-5	4	6.9	-5	10	-2
- COc1cc(/C=C/C(=O)N2CCN(C)CC2)cc(S(=O)(=O)N2CCc3ccccc32)c1OC
→ -13	2	12	2	0.4	-2	28	0
- CCOC(=O)N1CCN(C(=O)CN(C)S(=O)(=O)c2ccc(Cl)cc2)CC1
→ -2	-5	2	1	0.6	-2	5	1

# One compound at a time, from the list above:
# `COc1cc(/C=C/C(=O)N2CCN(C)CC2)cc(S(=O)(=O)N2CCc3ccccc32)c1OC` is entered as SENP6 inh: -13; HKDC1 inhibitor: 2; PfGluPho inh: 12; SENP7 inh: 2; MPTP inh: 0.4; ATG4B inhibitor: -2; SENP8 block: 28; GRIN3A LBD mod: 0
# `COc1ccc(-c2[nH]n(-c3ccc([N+](=O)[O-])cc3)c(=O)c2C=NCc2ccc(F)cc2)cc1` is entered as SENP6 inh: -1; HKDC1 inhibitor: -5; PfGluPho inh: -5; SENP7 inh: 4; MPTP inh: 6.9; ATG4B inhibitor: -5; SENP8 block: 10; GRIN3A LBD mod: -2

# More structures:
# Fields – SENP6 inh	HKDC1 inhibitor	PfGluPho inh	SENP7 inh	MPTP inh	ATG4B inhibitor	SENP8 block	GRIN3A LBD mod
- O=S(=O)(c1cccc(Cn2nnc(-c3ccccc3)n2)c1)N1CCOCC1
→ -17	-6	12	9	9.5	-2	14	2
- COc1cc(C)nc(N(Cc2ccccc2)S(=O)(=O)c2ccccc2)n1
→ -1	0	-20	10	0.8	2	29	0
- CCC(C)NC(=O)Cn1cnc2sc(C)c(S(=O)(=O)N3CCCCC3)c2c1=O (stereo not drawn)
→ -20	-4	1	4	-1.1	2	5	-2
- N#Cc1cnn2c(N)c(-c3ccc(Cl)cc3)cnc12
→ -14	-3	3	-4	-0.2	1	-108	-2
- O=C(NCc1ccncc1)C(=O)Nc1ccc2c(c1)OCO2
→ 0	-11	5	-4	-0.4	-3	13	-2
- O=C(NCCc1ccccc1)c1ccc(-c2ccccc2Cl)o1
→ 25	3	0	-4	2.3	6	2	-5
- Cc1cccc(N(CC(=O)N/N=C/c2ccc(C(=O)O)cc2)S(=O)(=O)c2ccccc2)c1C
→ -16	2	6	-3	3.2	-13	7	0
- Cc1ccc(C)c(N2CCN(S(=O)(=O)CC34CCC(CC3=O)C4(C)C)CC2)c1 (stereo not drawn)
→ 2	-1	-13	-7	-1.6	9	12	2
- Cc1cc(=O)oc2cc(OCC(=O)N3CC(C)OC(C)C3)ccc12 (stereo not drawn)
→ 2	-1	-8	-10	·	8	·	-1
- O=C(CSc1n[nH]c(=O)n1C1CC1)Nc1ccccc1
→ -9	-9	8	-5	-1.5	-5	10	-24
- CC1CC(=O)Nc2ccccc2N1S(=O)(=O)c1ccccc1 (stereo not drawn)
→ -6	1	4	1	1.8	-6	32	1
- O=C(COc1ccccc1F)NNC(=O)Cn1c(=O)cnc2ccccc21
→ -13	1	-27	-16	-1.7	-5	13	-2
- C=CCn1c(C)cc(C(=O)COc2ccc(C)nc2[N+](=O)[O-])c1C
→ -13	6	12	8	8.9	-7	7	0
- O=S(=O)(Nc1ncccn1)c1ccc(NC(=S)N2CCN(c3cccc(C(F)(F)F)c3)CC2)cc1
→ -7	-3	21	-2	-0.1	4	0	-3
- N#C/C(=C(/O)c1ccc([N+](=O)[O-])cc1)c1nc2ccccc2[nH]1
→ -22	-3	-3	0	3.5	-1	17	-1
- COC(=O)c1cc2oc3ccccc3c2n1CC(=O)Nc1ccccc1OC
→ -22	-11	-31	2	-0.5	-2	10	1
- Cc1ccc(NS(=O)(=O)c2ccc(CCC(=O)NCCCOC(C)C)cc2)cc1
→ -18	-6	-22	0	1.2	3	16	-4
- Cc1ccc(C)c(N2C(=O)c3cc(N4CCOCC4)c([N+](=O)[O-])cc3C2=O)c1
→ -8	-6	1	11	7.6	-2	14	-2
- COCCn1nnnc1CN(Cc1cc2cc(OC)c(OC)cc2[nH]c1=O)C1CCCC1
→ 16	-4	19	7	-1.2	-3	-484	0
- COc1ccc(S(=O)(=O)Nc2cc3c4c(oc3c3ccccc23)CCCC4=O)cc1
→ -7	14	9	1	-0.5	-23	16	-5
- CCCCNC(=S)NCCN1CCN(C(=S)NCCCC)CC1
→ 3	2	-12	-7	-1.9	4	17	0
- O=C(CSc1nc2ccncc2[nH]1)Nc1ccccc1C(F)(F)F
→ 0	-7	-20	-2	-2.9	0	30	1
- Cn1c(=O)c2c(=O)cc(N)[nH]c2n(C)c1=O
→ 18	-3	8	-3	-0.1	-4	-20	2
- Cc1cccc(N2C(=O)c3cccnc3C2=O)c1
→ 0	-6	-10	2	-1.6	5	6	2
- COc1ccc(CNCc2ccc(C)cc2)c(OC)c1
→ 14	-4	15	-4	0.5	-5	0	-1
- O=C(Nc1ccncc1)C1CCN(S(=O)(=O)c2cccs2)CC1
→ 1	-6	14	8	-2.8	12	2	-5
- CCOC(=O)N1CCN(C(=O)/C(=C/c2ccc(OC)cc2)NC(=O)c2ccccc2)CC1
→ -8	-6	-13	0	-0.2	-6	7	0
- CN(C)CCNc1ccc(Cl)cc1[N+](=O)[O-]
→ -16	-6	9	2	-1.1	-5	17	0
- Cc1ccc(CNC(=O)C2CCN(S(=O)(=O)c3cccc4nonc34)CC2)cc1
→ -7	-1	-12	-1	-0.6	2	8	-6
- COCC(C)NC(C(=O)Nc1ccc(C)c(Cl)c1)c1ccccc1 (stereo not drawn)
→ -21	5	12	3	-1.3	-15	10	1
- CN1CCN(C(=O)/C(=C\c2cccc([N+](=O)[O-])c2)NC(=O)c2cccs2)CC1
→ 15	-6	0	10	0.5	0	25	1
- O=C(Nc1ccc(C(F)(F)F)cc1)C1CCCCN1S(=O)(=O)c1ccccc1 (stereo not drawn)
→ -6	-2	16	0	7.7	-4	-1	-2
- Cc1cc(C)cc(C(=O)N2CC(C)SC2=Nc2cccc(S(=O)(=O)N(C)C)c2)c1 (stereo not drawn)
→ 5	-7	29	2	-2.4	2	15	4
- Cc1cccc(C)c1NC(=S)N(c1ccccc1)C(C)C
→ -3	7	8	-8	1.2	-12	18	8
- O=C(O)c1ccc(Oc2cc(Oc3ccc(C(=O)O)cc3)cc([N+](=O)[O-])c2)cc1
→ 5	1	-27	-8	-0.5	-2	6	0
